# Assay outcomes deposited in PubChem BioAssay by NCI.
# sgs1 mgt1 = NCI yeast anticancer drug screen, S. cerevisiae sgs1 mgt1 strain | % growth inhibition at 50 µM | 78,000 compounds, 10% hits;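 also: 0% = growth of vehicle-only cultures of the same strain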
#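 Inhibition of yeast growth, normalised to vehicle-treated controls, is reported for a strain bearing genetic alterations in DNA damage repair.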
# mec2-1 = NCI yeast anticancer drug screen, S. cerevisiae mec2-1 strain. % growth inhibition at 50 µM. 79,000 compounds, 9% hits. AID 157;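 also: 0% = growth of vehicle-only cultures of the same strain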
#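 Readout is yeast growth inhibition, normalised to vehicle-treated controls, in the mec2-1 strain exposed to compound.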
# yeast rad50 = NCI yeast anticancer drug screen, S. cerevisiae rad50 strain. 79,000 compounds, 10% hits. % growth inhibition at 50 µM;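 also: 0% = growth of vehicle-only cultures of the same strain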
#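 Inhibition values express reduced yeast growth in compound-treated cultures relative to vehicle-treated controls.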
# yeast bub3 = NCI yeast anticancer drug screen, S. cerevisiae bub3 mutant strain; AID 167; 78,000 compounds, 9.9% hits; % growth inhibition at 50 µM;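 also: 0% = growth of vehicle-only cultures of the same strain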
#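 Compounds were applied to a genetically altered yeast strain carrying a cell-cycle control defect. Growth inhibition was scored against vehicle-treated controls.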
# cln2 rad14 = NCI yeast anticancer drug screen, S. cerevisiae cln2 rad14 strain; % growth inhibition at 50 µM; 78,000 compounds, 8.3% hits;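 also: 0% = growth of vehicle-only cultures of the same strain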
#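 Growth inhibition, relative to vehicle-treated controls, is the read-out. The test organism is a yeast strain with defined genetic alterations, cln2 rad14.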
# yeast mlh1 rad18 = NCI yeast anticancer drug screen, S. cerevisiae mlh1 rad18 strain; 79,000 compounds, 11% hits; AID 175; % growth inhibition at 50 µM;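 also: 0% = growth of vehicle-only cultures of the same strain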
#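 Growth inhibition of the yeast strain was measured after compound exposure and expressed relative to vehicle-treated controls. The strain carries defined defects in DNA damage repair.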
# Starred values were filed as active, the others as inactive. Rule as the data show it: active = growth inhibition above about 70%; inactive = the rest. Rows are unselected (roughly 14% active in at least one column).
no. | structure | sgs1 mgt1 | mec2-1 | yeast rad50
1 | CC(O)CCC(C)(C)[N+](=O)[O-] (stereo not drawn) | 0 | -7 | 3
2 | C=CCN1C(=O)c2cc(Cl)c(Cl)cc2C1=O | 2 | 4 | -6
3 | OC1CN(C2CCCCC2)CC1C1(O)CCN(C2CCCCC2)C1 (stereo not drawn) | 13 | -3 | 20
4 | CC1=NN(C(=O)c2ccncc2)C(=O)C1N=Nc1ccc([N+](=O)[O-])cc1Cl (stereo not drawn) | 21 | 10 | 47
5 | NC(=S)NNC(=O)c1cccs1 | 23 | -10 | -10
6 | COC1=C(OC)C(=O)c2cc(SC)c(=O)c(SC)cc2C1=O | -40 | -29 | -55
7 | CCOC(=O)c1ccc(N2C(=O)/C(=C/c3ccc(N(CCC#N)CCC#N)cc3)N=C2c2cc([N+](=O)[O-])ccc2Cl)cc1 | 0 | 2 | -8
8 | OCCOc1cc(Cl)c(Cl)cc1Cl | 6 | 12 | 34

no. | yeast bub3 | cln2 rad14 | yeast mlh1 rad18
1 | 0 | 11 | -1
2 | 21 | 9 | 12
3 | -6 | 66 | 20
4 | -2 | -26 | 14
5 | 7 | 3 | 10
6 | -55 | -22 | -60
7 | 3 | 38 | 8
8 | 26 | -3 | 11

# Of the compounds above, these contain four or more nitrogen atoms:
no. | structure | sgs1 mgt1 | mec2-1 | yeast rad50
4 | CC1=NN(C(=O)c2ccncc2)C(=O)C1N=Nc1ccc([N+](=O)[O-])cc1Cl (stereo not drawn) | 21 | 10 | 47
7 | CCOC(=O)c1ccc(N2C(=O)/C(=C/c3ccc(N(CCC#N)CCC#N)cc3)N=C2c2cc([N+](=O)[O-])ccc2Cl)cc1 | 0 | 2 | -8

no. | yeast bub3 | cln2 rad14 | yeast mlh1 rad18
4 | -2 | -26 | 14
7 | 3 | 38 | 8

# One compound at a time, from the list above.
# CC(O)CCC(C)(C)[N+](=O)[O-] (stereo not drawn) in the list: sgs1 mgt1: 0; mec2-1: -7; yeast rad50: 3; yeast bub3: 0; cln2 rad14: 11; yeast mlh1 rad18: -1
# C=CCN1C(=O)c2cc(Cl)c(Cl)cc2C1=O in the list: sgs1 mgt1: 2; mec2-1: 4; yeast rad50: -6; yeast bub3: 21; cln2 rad14: 9; yeast mlh1 rad18: 12

# The main list resumes with the 2 entries that preceded the break.
no. | structure | sgs1 mgt1 | mec2-1 | yeast rad50
7 | CCOC(=O)c1ccc(N2C(=O)/C(=C/c3ccc(N(CCC#N)CCC#N)cc3)N=C2c2cc([N+](=O)[O-])ccc2Cl)cc1 | 0 | 2 | -8
8 | OCCOc1cc(Cl)c(Cl)cc1Cl | 6 | 12 | 34
9 | COc1ccc(C(C)c2cc3c(cc2OCCOC(C)=O)OCO3)cc1 (stereo not drawn) | 1 | -2 | 6
10 | O/N=C/C(=Nc1cccc2ccccc12)NO | -12 | -13 | -11
11 | CN(C)Cc1cc(C(=O)/C=C/c2ccc(O)cc2)cc(CN(C)C)c1O | -25 | -28 | -53
12 | CC(=O)Nc1ccc(N=Nc2cccc(C)c2)cc1C | 10 | -2 | -2
13 | O=C(COC(=O)c1ccc(O)cc1)c1ccc(-c2ccccc2)cc1 | 20 | 25 | 22
14 | COc1ccc2c(c1)C1(C)CCCC(C)(C(=O)O)C1CC2 (stereo not drawn) | 100* | 100* | 99*
15 | CC1(C)COC(c2cc(Br)ccc2Br)=N1 | 7 | -16 | 5
16 | CC1=NN(c2ccccc2)C(=O)C12[C@H](c1ccccc1)C2(C#N)C#N (stereo partly drawn) | 87* | 54 | 84*

no. | yeast bub3 | cln2 rad14 | yeast mlh1 rad18
7 | 3 | 38 | 8
8 | 26 | -3 | 11
9 | -10 | -3 | 7
10 | -6 | -10 | 14
11 | 2 | -32 | -26
12 | 2 | -13 | -7
13 | 18 | 28 | 20
14 | 99* | 97* | 99*
15 | -3 | 3 | 1
16 | 78* | 66 | 76*

no. | structure | sgs1 mgt1 | mec2-1 | yeast rad50
17 | O=C(O)CCC(=O)OC(C1CO1)C(OC(=O)CCC(=O)O)C1CO1 (stereo not drawn) | -7 | -16 | -1
18 | CC1=NN(c2ccc(F)cc2)C(=O)C1C(C)(C)C1C(=O)N(c2ccc(F)cc2)N=C1C (stereo not drawn) | 21 | 6 | 24
19 | O=S(=O)(NCCSSCCNS(=O)(=O)c1ccccc1)c1ccccc1 | 52 | 18 | 45
20 | N=C(N)SCC(O)c1ccccc1 (stereo not drawn) | -14 | -11 | 6
21 | CC(C)(O)C(Br)(Br)Br | -22 | 4 | 0
22 | COC(=O)C1CCCC(=O)C1C(=O)OC (stereo not drawn) | -3 | 0 | 1
23 | CCCCN(CCCC)/N=C\C1=C2NC(=O)/C(C)=C\C=C/C(OC)C(OC(N)=O)/C(C)=C/C(C)C(O)C(OC)CC(C)CC(=C(OC)C1=O)C2=O (stereo not drawn) | 48 | 48 | 54
24 | Cc1c(O)cc(O)c(C)c1C | -9 | -23 | 0

no. | yeast bub3 | cln2 rad14 | yeast mlh1 rad18
17 | -12 | 3 | -45
18 | 8 | 18 | 17
19 | 24 | 17 | 35
20 | -3 | -42 | -20
21 | -22 | -33 | 32
22 | -23 | -36 | 2
23 | 44 | 48 | 61
24 | 10 | -2 | -9

# Part of the list above, reduced to sgs1 mgt1 and cln2 rad14:
no. | SMILES | sgs1 mgt1 | cln2 rad14
22 | COC(=O)C1CCCC(=O)C1C(=O)OC (stereo not drawn) | -3 | -36
19 | O=S(=O)(NCCSSCCNS(=O)(=O)c1ccccc1)c1ccccc1 | 52 | 17
20 | N=C(N)SCC(O)c1ccccc1 (stereo not drawn) | -14 | -42

# Following part
no. | structure | sgs1 mgt1 | mec2-1 | yeast rad50
25 | CCCN(CCC)S(=O)(=O)CCC | -2 | -19 | 1
26 | Cc1cc(C)c2nccc(NCCCN(C)C)c2c1[N+](=O)[O-] | -2 | 5 | 6
27 | Nc1nc(N)c(N=Nc2ccc(S(=O)(=O)NC(=O)c3ccccc3)cc2)c(=O)[nH]1 | -7 | -4 | -8
28 | CCOC(=O)c1[nH]c(CN(C)Cc2[nH]c(C(=O)OCC)c(C)c2C(=O)OCc2ccccc2)c(C(=O)OCc2ccccc2)c1C | -1 | 16 | 32
29 | O=C(Cc1cc2cc(Cl)ccc2oc1=O)Nc1ccccc1 | 1 | 0 | 10
30 | COc1ccc2c(c1)CC[C@@H]1[C@@H]2CC[C@]2(C)/C(=N/OCCN3CCCC3)CC[C@@H]12 | 92* | 92* | 90*
31 | O=C1OC(C2OC(=O)C(=O)C2C(=O)c2ccc([N+](=O)[O-])cc2)C(C(=O)c2ccc([N+](=O)[O-])cc2)C1=O (stereo not drawn) | 92* | 59 | 92*
32 | O=C1CSC(=S)N1Cc1cccnc1 | 43 | 34 | 45

no. | yeast bub3 | cln2 rad14 | yeast mlh1 rad18
25 | -4 | -11 | 2
26 | -11 | 5 | -78
27 | -3 | -9 | -9
28 | 28 | 14 | 2
29 | 4 | -32 | 2
30 | 91* | 90* | 91*
31 | 57 | 64 | 96*
32 | 62 | 2 | 55

no. | structure | sgs1 mgt1 | mec2-1 | yeast rad50
33 | COC(=O)C1OC(O[C@H]2CC[C@]3(C)[C@H]4CC=C5[C@@H]6CC(C)(C)CC[C@]6(C(=O)OC6OCC(O)C(O)C6OC6OC(C)C(OC7OCC(O)C(O)C7O)C(OC7OCC(O)(CO)C7O)C6O)[C@H](O)C[C@@]5(C)[C@]4(C)CC[C@H]3C2(C)C)C(O)C(O)C1O (stereo partly drawn) | -6 | -10 | 16
34 | O=C(/C(=N/O)c1ccc(Cl)cc1)c1ccccc1 | 99* | 100* | 100*
35 | OC1CC2(c3ccccc3)OC1(c1ccccc1)c1ccccc12 (stereo not drawn) | 7 | 8 | -6
36 | CSc1nc(N)c2c(-c3ccccc3)c3c(nc2n1)CCCC3 | -31 | -9 | -59
37 | O=C(COc1ccccc1Cl)Nc1cccnc1 | 12 | -11 | 3
38 | COc1ccc(NCc2cnc3nc(N)nc(N)c3c2C)cc1 | 17 | 7 | 7
39 | Cc1cc(Cl)nc2ccc(Cc3ccc(Cl)cc3)cc12 | -5 | -3 | 17
40 | NCCSCCN | -5 | -2 | -8
41 | Oc1cccc(O)c1O | 49 | 16 | 45

no. | yeast bub3 | cln2 rad14 | yeast mlh1 rad18
33 | 14 | 35 | 10
34 | 99* | 99* | 100*
35 | -13 | 19 | 13
36 | -13 | -18 | -41
37 | 30 | -4 | 30
38 | 2 | 16 | -49
39 | 11 | 12 | -10
40 | 13 | 0 | 8
41 | 32 | 22 | 41
